# High-throughput results: PubChem, several laboratories
# STAT1 act = STAT1 signaling activators, primary screen, cell-based, HTS, luciferase reporter; NIH 3T3 STAT1-luciferase reporter, IFN-gamma, luminescence; 100% = IFN-gamma alone, no compound; activation (% of control), % at 5.5 µM; 200,000 compounds, 2.6% hits; AID 932, 2007;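 active = activation above the screen-wide mean activation plus 3 SD, cut at about 130% in these data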;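 also: raw ratio to IFN-gamma control signal so 100% means no change and 0% no light; values of inactives mirror those of a sister screen read the other way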
# STAT3 act = IL-6 driven STAT3 reporter potentiators, primary screen, U3A cells, luciferase, luminescence, MLSCN library; IL-6 STAT3-luciferase reporter; 100% = signal with IL-6 EC80 alone; activation (% of control), % at 5.6 µM; 190,000 compounds, 0.91% hits;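 active = activation above the screen-wide mean of compound activation plus 3 SD, cut at about 130% in these data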;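 also: 0% = background luminescence of wells with medium and substrate only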
#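 Material: STAT1-lacking human U3A cells, STAT3 luciferase reporter | Benchmarks: IL-6-only wells as 100% reference | Probe or stimulus: IL-6 (33 ng/mL) | Timing: Compound 1 h, then IL-6 6 h at 37 °C | Detection: Luminescence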
# Hsp70 act = Hsp70 transcriptional activators, primary screen, cell-based, HeLa, Hsp70 promoter luciferase, luminescence, 10 µM; AID 1203, 2008; activation, % at 10 µM; 200,000 compounds, 0.04% hits; HeLa Hsp70 promoter luciferase reporter; scaled: vehicle 0, proteasome-inhibitor control 100%;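 active = activation above the mean across all tested compounds plus 3 SD, cutoff set per campaign, cut at about 5.5% in these data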;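 also: 100% = MG132 at 30 µM as the positive control and 0% = DMSO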
# APP 5UTR inh = inhibitors of APP translation via 5'UTR reporter, primary screen, APP 5'UTR luciferase, SH-SY5Y cells; SH-SY5Y APP 5'UTR-luciferase reporter, luminescence; inhibition, % at 2 µM; 190,000 compounds, 0.82% hits; AID 1285, 2008;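 active = inhibition above a set limit, derived from the sample mean plus 3 SD, cut at about 45% in these data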; also: values of inactives mirror those of a sister screen read the other way
# G6PDH CS = L. mesenteroides G6PDH inhibitors, counter-screen for G6PDH-coupled screening assays, biochemical, Leuconostoc mesenteroides enzyme; Purified L. mesenteroides G6PDH, diaphorase/resazurin coupled fluorescence, 45 min; inhibition, % at 5 µM; 200,000 compounds, 0.12% hits; in the data active = inhibition above about 50%
# STAT1 blocker = STAT1 signaling inhibitors, primary screen, cell-based, HTS, luciferase reporter; NIH 3T3 STAT1-luciferase reporter, IFN-gamma, luminescence; inhibition, % at 5.5 µM; 200,000 compounds, 0.35% hits;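 active = inhibition above a set limit, the mean inhibition across all tested compounds plus 3 SD, cut at about 34% in these data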;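 also: 0% = IFN-gamma with DMSO and 100% = IFN-gamma with 300 µM nifuroxazide; values of inactives mirror those of a sister screen read the other way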
# TLR4 MyD88 comp = inhibitors of TLR4-MyD88 association in cells, primary screen, cell-based, HeLa CL3-4, BLA complementation, FRET ratio. HeLa CL3-4 TLR4/MyD88 BLA complementation. inhibition, % at 8.4 µM. 200,000 compounds, 0.18% hits. AID 861, 2007; in the data active = inhibition above about 25%;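 also: 0% = vehicle and 100% = reference inhibitor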
# Target sequence (O00206 whole entry, looked up): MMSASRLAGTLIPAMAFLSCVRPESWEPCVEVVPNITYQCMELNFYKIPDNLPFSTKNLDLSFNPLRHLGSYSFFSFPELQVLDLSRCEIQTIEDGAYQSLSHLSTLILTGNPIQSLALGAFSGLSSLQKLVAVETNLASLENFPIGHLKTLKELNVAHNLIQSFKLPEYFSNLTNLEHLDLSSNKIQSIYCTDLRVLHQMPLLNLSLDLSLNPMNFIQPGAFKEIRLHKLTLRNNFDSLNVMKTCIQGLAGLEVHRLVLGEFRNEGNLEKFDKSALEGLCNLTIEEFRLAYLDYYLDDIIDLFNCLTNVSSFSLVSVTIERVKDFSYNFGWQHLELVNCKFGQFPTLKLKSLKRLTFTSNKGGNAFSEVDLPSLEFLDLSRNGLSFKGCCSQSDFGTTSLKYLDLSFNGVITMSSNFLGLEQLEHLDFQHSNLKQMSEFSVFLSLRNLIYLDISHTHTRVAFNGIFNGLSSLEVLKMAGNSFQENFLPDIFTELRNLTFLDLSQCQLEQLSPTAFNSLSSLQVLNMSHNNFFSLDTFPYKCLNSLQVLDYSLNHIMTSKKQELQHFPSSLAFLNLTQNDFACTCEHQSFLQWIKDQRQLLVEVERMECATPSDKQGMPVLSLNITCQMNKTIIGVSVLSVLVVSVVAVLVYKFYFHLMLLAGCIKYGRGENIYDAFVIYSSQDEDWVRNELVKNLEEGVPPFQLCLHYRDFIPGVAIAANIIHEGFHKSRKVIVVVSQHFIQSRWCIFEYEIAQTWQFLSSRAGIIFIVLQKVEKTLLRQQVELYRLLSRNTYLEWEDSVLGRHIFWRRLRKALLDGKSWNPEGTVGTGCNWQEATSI
# Target sequence (Q99836 whole entry, looked up): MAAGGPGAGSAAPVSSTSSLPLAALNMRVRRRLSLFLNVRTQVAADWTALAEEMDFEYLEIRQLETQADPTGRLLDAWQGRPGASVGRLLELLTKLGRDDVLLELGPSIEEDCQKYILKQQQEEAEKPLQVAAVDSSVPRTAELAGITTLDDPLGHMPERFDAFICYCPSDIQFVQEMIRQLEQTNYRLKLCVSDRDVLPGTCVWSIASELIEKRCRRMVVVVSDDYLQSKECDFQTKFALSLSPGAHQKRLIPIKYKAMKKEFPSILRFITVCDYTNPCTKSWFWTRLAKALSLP
# STAT3 inh = IL-6 driven STAT3 reporter inhibitors, primary screen, U3A cells, luciferase, luminescence, MLSCN library. 190,000 compounds, 0.89% hits. inhibition, % at 5.5 µM. AID 862, 2007. IL-6 STAT3-luciferase reporter; host cell line lacks STAT1;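 active = inhibition above the mean inhibition across all screened compounds plus 3 SD, cut at about 44% in these data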;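 also: 0% = DMSO only wells and 100% = 100 µM nifuroxazide control wells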
# Diaph inh CS = diaphorase inhibitors and chemical oxidizers, primary screen, counter-screen for diaphorase-coupled primary assays, biochemical, uHTS, resorufin fluorescence. inhibition, % at 20 µM. diaphorase resazurin-to-resorufin fluorescence, NADH, 16 min; bacterial (C. kluyveri) enzyme, not human. AID 1217, 2008. 190,000 compounds, 0.69% hits;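 active = primary screen inhibition at 20 µM above a set limit, cut at about 50% in these data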;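 also: plate controls were DMSO with full reaction for no effect and wells lacking NADH for full effect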
#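 controls = No-NADH positive control and DMSO neutral control | system = Clostridium kluyveri diaphorase enzyme | timing = reaction incubation of 16 min at room temperature | signal = resorufin fluorescence 544/590 nm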
# Diaphorase act = compounds boosting diaphorase resazurin reduction – biochemical, uHTS, resorufin fluorescence, counter-screen for diaphorase-coupled primary assays, primary screen; Diaphorase/resazurin coupled assay, 16 min; active compounds read high; 1 = vehicle wells, 0 = NADH-free wells; activation factor at 20 µM; 190,000 compounds, 0.005% hits;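 active = diaphorase activity raised at least twofold by the compound at 20 µM; inactive = activation factor below 2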
#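 Material: bacterial diaphorase enzyme (C. kluyveri); amount: enzyme 0.07 U/mL final; reagent: NADH substrate 0.114 mM plus resazurin dye 0.1 mM, final; doses: single compound dose of 20 µM, 1% DMSO final; timing: 16 min enzyme reaction, ambient temperature; measured by: fluorescence of resorufin, 544 nm excitation, 590 nm emission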
# * = called active by the depositor; . = not tested or not shown.
SMILES,STAT1 act,STAT3 act,Hsp70 act,APP 5UTR inh,G6PDH CS,STAT1 blocker,TLR4 MyD88 comp,STAT3 inh,Diaph inh CS,Diaphorase act
CNC(=S)N1CCC(NC(=O)C(Cc2ccccc2)NC(C)=O)CC1 (centres undefined),97,96,-0.2,-10,2,1,-5,10,3,1
COC(=O)C(CCSC)NS(=O)(=O)c1ccc(Cl)cc1 (centres undefined),93,104,-0.2,7,9,9,-6,1,12,0.9
O=C(NCc1ccc(Cl)cc1)C1CCC(CNc2c(N3CCCCC3)c(=O)c2=O)CC1 (centres undefined),103,103,-0.3,16,15,-4,-5,-4,7,0.9
O=C(CNS(=O)(=O)c1ccc(F)cc1)N1CCN(c2ccc(F)cc2)CC1,97,91,-0.2,-9,4,3,-8,14,11,0.9
O=C(CSc1nc2cc3c(cc2c(=O)n1CCC1=CCCCC1)OCO3)NCc1ccco1,94,101,-0.5,-4,6,7,-11,5,-12,1.1
CC(C)[C@H](NC(N)=O)C(=O)NCCc1ccc(Cl)cc1,102,105,-0.3,-17,-2,-4,9,-1,67*,0.3
CCCS(=O)(=O)N1CCCC(C(=O)NCCCOCC)C1 (centres undefined),93,99,-0.3,.,10,7,-7,7,12,0.9
Cc1cc(NC(=O)CSc2nc3ccccc3n2CCC#N)no1,93,109,0.6,-17,-1,6,10,-2,2,1
CCN(CC)c1ccc(/C=C(/C#N)c2nc3ccccc3[nH]2)c(OC(C)C)c1,120,97,0.2,-56,10,-22,5,8,12,0.9
CC1CCN(C(=O)c2ccc(COc3ccccc3Cl)o2)CC1,103,104,-0.1,-4,-1,-3,-5,0,4,1
CCOC(=O)Nc1cc(C)ccc1OC,94,98,-0.2,-17,8,6,3,6,2,1
CC(Oc1cccc(Cl)c1)C(=O)NCCCCc1ccccc1 (centres undefined),108,111,-0.2,2,6,-9,-1,-16,16,0.8
O=C(c1ccc(Cl)cc1)C1CCCN(Cc2cccn2-c2cccnc2)C1 (centres undefined),82,99,-0.2,3,5,18,4,2,.,.
COc1ccc2c(c1)c(=O)c(C(=O)O)c(-c1ccc3c(c1)OCO3)n2C,106,106,-0.2,10,-11,-8,-12,-6,7,0.9
Cc1ccc(S(=O)(=O)N(C)CC(=O)OCc2nnc(-c3ccccc3)o2)cc1,102,98,-0.3,12,5,-3,5,7,10,0.9
Cc1ccc(/C=C/C(=O)O)cc1S(=O)(=O)NCCCO,99,98,0.0,4,7,1,-8,11,8,0.9
CC(C)OP(=O)(OC(C)C)C(C)NC(=O)Cc1ccccc1 (centres undefined),100,98,-0.4,-23,1,0,4,7,-1,1
O=C(CN1C2CCC1CC(NC(=O)Nc1ccccc1)C2)NCc1ccco1 (centres undefined),97,104,0.0,-10,1,3,3,-1,7,0.9
CCn1c(O)c(/C=C2\C=Nc3ccccc32)sc1=Nc1ccc(C)cc1,106,102,-0.2,-16,4,-7,6,3,19,0.8
CC1Cc2ccccc2N1C(=O)c1cnc2n(c1=O)CCS2 (centres undefined),103,95,0.0,.,-2,-3,-5,15,23,0.8

# An excerpt from above in order of their number in TLR4 MyD88 comp, highest first:
Molecule	STAT1 act	STAT3 act	Hsp70 act	APP 5UTR inh	STAT1 blocker	TLR4 MyD88 comp
CCN(CC)c1ccc(/C=C(/C#N)c2nc3ccccc3[nH]2)c(OC(C)C)c1	120	97	0.2	-56	-22	5
COC(=O)C(CCSC)NS(=O)(=O)c1ccc(Cl)cc1 (centres undefined)	93	104	-0.2	7	9	-6
O=C(CSc1nc2cc3c(cc2c(=O)n1CCC1=CCCCC1)OCO3)NCc1ccco1	94	101	-0.5	-4	7	-11

# The list goes on.
SMILES,STAT1 act,STAT3 act,Hsp70 act,APP 5UTR inh,G6PDH CS,STAT1 blocker,TLR4 MyD88 comp,STAT3 inh,Diaph inh CS,Diaphorase act
Cn1c(SCC(=O)Nc2ccc3c(c2)oc2ccccc23)nnc1-c1ccccc1,104,128,-0.3,-13,-3,-5,2,-30,10,0.9
CCOC(=O)C1=C(CNC(C)(C)CC(C)(C)C)NC(=O)NC1c1cccc([N+](=O)[O-])c1 (centres undefined),91,99,-0.5,-25,19,8,-7,2,21,0.8
CC(=O)Nc1cc(-c2nn(C)c(=O)c3ccccc23)ccc1N1CCCCC1,89,103,-0.4,.,1,7,13,-4,11,0.9
Cc1ccc(SCC(=O)NC(=O)Nc2ccc3c(c2)OCCO3)c(C)c1,90,106,-0.4,13,-12,11,-1,-3,11,0.9
Cc1cc(C)n(Cc2ccc(Cl)nc2)n1,97,97,-0.1,10,1,3,7,8,5,1
Cc1nc(N2CCCCC2)c(C#N)c(C)c1[N+](=O)[O-],109,89,0.0,-19,0,-10,-3,16,3,1
O=C(NNC(=S)Nc1ccccc1)c1ccco1,104,100,-0.5,-22,5,-4,-14,7,5,1
Cc1ccc(S(=O)(=O)N2CCN(C(=O)N3CCOCC3)C2C(C)C)cc1 (centres undefined),102,98,0.2,-1,5,-3,0,5,4,1
O=c1cc(N2CCCCC2)nc2n1CCCS2,92,102,0.0,-2,3,8,-3,-2,14,0.9
Cn1c([N+](=O)[O-])cnc1COC(N)=O,88,98,0.0,-8,4,14,-9,4,-4,1
CS(=O)(=O)N(CC(=O)NCc1ccco1)c1ccccc1Cl,105,108,-0.1,5,13,-5,-7,-9,7,0.9
Cn1ccsc1=NC(=O)c1ccccc1F,110,92,0.1,-5,2,-11,-5,10,4,1
Clc1cc2c(cc1/C=N/Nc1nc(N3CCOCC3)nc(N3CCOCC3)n1)OCO2,103,118,-0.4,16,4,-4,7,-21,2,1
COC(=O)CSc1nnc(Cc2cc(=O)[nH]c(=O)[nH]2)n1-c1cccc(OC)c1,100,99,0.3,-2,-18,0,-6,4,8,0.9
CCOC(=O)CSc1ccc(C(=O)N2CCN(C)CC2)cc1[N+](=O)[O-],106,98,-0.3,-12,2,-8,-3,5,6,0.9
CCc1ccc(NC(=O)CO/N=C(\C)c2cc3ccccc3o2)cc1,108,110,-0.4,-5,-15,-9,-4,-8,25,0.8
O=C(Nc1cc2c(cc1Cl)OCCCO2)c1ccccc1,133*,92,0.0,-65,-4,-36,8,15,13,0.9
COc1ccc(CN(CC2CCC(C(=O)O)CC2)C(=S)Nc2cc(Cl)ccc2OC)cc1 (centres undefined),99,101,-0.2,8,1,0,-19,10,7,0.9
CC1CCN(c2c(NCC3CCC(C(=O)NCc4ccccc4Cl)CC3)c(=O)c2=O)CC1 (centres undefined),90,108,-0.2,-32,14,11,-9,-9,8,0.9
COc1cc(OC)c(NC2c3ccccc3C(=O)N2c2cc(C)ccn2)cc1Cl (centres undefined),102,98,0.4,-23,6,-1,4,2,32,0.7
COc1ccccc1-n1cc(CN2CCN(C3CCCCC3)C(CCO)C2)cn1 (centres undefined),96,106,0.1,-7,9,2,-10,-4,-3,1
CCCCCCNC(=O)CCCCCNS(=O)(=O)c1ccc(Br)cc1,97,100,0.2,14,5,2,-8,2,9,0.9
COc1ccc(S(=O)(=O)n2ccc(-c3ccc(OCCN(C)c4ccccn4)cc3)n2)cc1,97,88,-0.7,-10,10,3,4,18,-1,1
COc1cccc(NC(=O)n2nc(N)cc2-c2ccc(Cl)cc2)c1,107,116,0.3,-14,-24,-7,1,-19,27,0.7
Cc1nnsc1NC(=O)OCc1ccc(C(F)(F)F)cc1,99,91,-0.3,-12,4,1,-16,12,3,1
CC1(C)CC(=O)C(C(=O)/C=C/NCCc2ccccc2)C(=O)C1,86,95,0.1,-4,3,15,-2,12,9,0.9
CCOc1ccc(C(=O)N2CCN(c3ccccc3)CC2)cc1,112,103,-0.3,4,-1,-12,3,-3,1,1
N/C(=N\OC(=O)Nc1ccccc1)c1ncc(C(F)(F)F)cc1Cl,115,106,0.1,-3,9,-16,0,0,12,0.9
CCCCC(=O)Nc1ccc(C(=O)NNC(=O)c2cccs2)cc1,103,103,-0.2,-10,-5,-3,-7,2,11,0.9
CCOC(=O)CCCNc1ccc([N+](=O)[O-])cc1[N+](=O)[O-],103,108,-0.1,24,-10,-3,-23,-6,18,0.8
CCN(CC)CC(O)CN1C(=O)NC(C)(C)C1=O (centres undefined),106,103,0.0,0,1,-8,2,4,0,1
O=C(NCCCN1CCOCC1)C(=O)N/N=C/c1ccc(F)cc1,100,97,0.0,-10,8,-2,-12,6,-9,1.1
CCOC(=O)Cc1csc(N/C(=N/S(=O)(=O)c2ccc(Cl)cc2)c2ccccc2)n1,102,101,-0.4,-3,7,-2,-11,-3,4,1
Cc1cccc(N(CC(=O)N/N=C/c2ccc(OCC(=O)NCc3ccco3)cc2)S(C)(=O)=O)c1C,89,93,0.1,0,8,12,-8,7,13,0.9
CCC(C)C(=O)Nc1nnc(SCC(=O)NC(C)(C)C)s1 (centres undefined),100,100,-0.2,-1,10,-1,6,7,-7,1.1
Cc1[nH]c(=O)[nH]c(=O)c1/C=N\NC(=O)CCc1ccc(OC(C)C)cc1,100,101,-0.3,-44,2,-1,-6,1,30,0.7
CC1CCC/C(=C\Nc2ccccc2C(=O)O)C1=O (centres undefined),98,99,-0.1,6,11,2,-5,3,3,1
COC(=O)C(C)NC(=O)C12CC3CC(CC(C3)C1)C2 (centres undefined),90,91,0.2,-2,-14,11,-1,15,15,0.9
CCOc1ccc(-c2nc(CSc3nnc(N)s3)cs2)cc1OC,123,122,0.2,-38,7,-25,1,-22,0,1
Cc1ccc(CNC(=O)CSc2c3c(nc4ccc(Cl)cc24)CCCC3)o1,82,102,0.1,.,11,19,2,-3,18,0.8
N#Cc1c(NC(=O)CSc2nc3ccccc3s2)sc2c1CCCC2,89,110,-0.2,-2,-2,13,2,-15,19,0.8
COc1ccc(NC(=O)N2CCCCCC2)c(OC)c1,106,94,-0.1,-12,0,-7,-5,15,16,0.8
CCOC(=O)c1sc(NC(=S)NC(=O)c2ccccc2)c(C(=O)OCC)c1C,97,98,-0.3,-12,-9,3,-3,1,0,1

# Part of the list above, showing only STAT3 act.
structure	STAT3 act
CCCCCCNC(=O)CCCCCNS(=O)(=O)c1ccc(Br)cc1	100
Cc1nnsc1NC(=O)OCc1ccc(C(F)(F)F)cc1	91
Cc1[nH]c(=O)[nH]c(=O)c1/C=N\NC(=O)CCc1ccc(OC(C)C)cc1	101
